TNAP activators: human TNAP enzyme activators, primary screen, biochemical, luminescent, no phosphate acceptor, uHTS (AID 1001). activation fold at 20 µM; hits with a dose series show EC50 in µM. actives 0.03% (n = 200,000). purified TNAP, luminescent activation assay, no phosphate acceptor; higher activation fold means a stronger effect; in the data active = activation fold from about 3, or a potency from the dose series; inactive = the rest, 99 in 100 with activation fold below about 1.6; also: many of its hits are not listed in these tables
UTI89 phage lysis: protection from phage-mediated lysis, alamar blue read-out – E. coli UTI89, K1F phage, bacterial capsule biogenesis inhibitors (AID 488966); E. coli UTI89 K1F phage lysis, alamar blue, 2 h; higher % means a stronger effect; one-dose inhibition, % at 100 µM; IC50 in µM for titrated hits; actives 0.02% (n = 340,000);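 active = phage lysis inhibition, versus mean bacterial control, above a set limit; inconclusive = no clear call, values can overlap the other calls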;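 also: capsule biogenesis inhibitors block K1F phage lysis so surviving cells raise fluorescence; higher fluorescence means more inhibition of phage lysis; actives were called in the ten point dose series up to 300 µM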
SV40 large T antigen: SV40 large T antigen inhibitors, biochemical (AID 1903); SV40 large T antigen ATPase/helicase inhibition assay; higher % means a stronger effect; one-dose inhibition, % at 20 µM; IC50 in µM for titrated hits; actives 0.39% (n = 310,000); in the data active = a potency from the dose series; inconclusive = inhibition mostly from about 32% at the one dose, without a potency; inactive = the rest, 99 in 100 with inhibition below about 32%; also: strong numbers were not always called active
Myeloid diff 2: promotes myeloid progenitor differentiation. AID 624256. ER-HoxA9 myeloid progenitors, lysozyme-GFP differentiation, flow cytometry. calls only at 10 µM. actives 1% (n = 360,000);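 active = normalized GFP-positive differentiation at or above the plate's own cutoff, the solvent-only control mean plus 3 SD; inconclusive = no clear call, values can overlap the other calls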;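 also: cells exposed to compound for four days before flow analysis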
NTR1 agonist: NTR1-driven beta-arrestin-GFP spot formation – imaging, U2OS cells, high content, primary screen (AID 493036). agonist mode. P30989. actives 0.17% (n = 330,000). activation, % at 20 µM;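 active = activation at or above 40% of the spot to cytoplasm intensity ratio, with at least 20 cells analyzed; inconclusive = wells under 20 cells, flagged as cytotoxic or low count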;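 also: 0% = DMSO without peptide and 100% = 100 nM NTR1 peptide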
Target sequence (P30989 whole entry, looked up): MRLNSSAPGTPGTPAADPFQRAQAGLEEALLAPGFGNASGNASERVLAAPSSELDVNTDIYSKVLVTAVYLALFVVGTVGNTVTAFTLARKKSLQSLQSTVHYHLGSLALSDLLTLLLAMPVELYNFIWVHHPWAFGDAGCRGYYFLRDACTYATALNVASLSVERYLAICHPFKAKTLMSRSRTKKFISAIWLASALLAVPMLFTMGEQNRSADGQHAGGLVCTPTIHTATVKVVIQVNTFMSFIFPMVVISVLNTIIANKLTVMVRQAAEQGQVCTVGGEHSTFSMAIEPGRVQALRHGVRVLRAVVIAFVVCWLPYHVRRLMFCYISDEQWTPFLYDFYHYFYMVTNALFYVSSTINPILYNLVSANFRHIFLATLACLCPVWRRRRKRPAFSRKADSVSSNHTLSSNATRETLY
RSV antiviral HEp-2: inhibition of RSV-induced cytopathic effect – HEp-2 cells, primary 10 µM value included (AID 2391). HEp-2 cells, RSV-induced CPE inhibition; higher % means a stronger effect. actives 0.13% (n = 310,000). CPE inhibition, % at 10 µM; hits with a dose series show IC50 in µM; in the data active = a potency from the dose series; inconclusive = CPE inhibition mostly from about 23% at the one dose, without a potency; inactive = the rest, 99 in 100 with CPE inhibition below about 21%; also: strong numbers were not always called active
Rac1 GTP hydrolysis: MgcRacGAP GTPase-activating activity inhibitors, confirmation, biochemical, ADP Hunter fluorescence; AID 624330; actives 0.6% (n = 340,000); MgcRacGAP-stimulated Rac1 GTP hydrolysis, ADP Hunter fluorescence; higher % means a stronger effect; GST-tagged Rac1 F28L mutant substrate; inhibition, % at 30 µM; hits with a dose series show IC50 in µM;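 active = first-screen hits whose inhibition reached a set limit at any dose in the follow-up dose series; inconclusive = inhibition above the set first-screen limit but never retested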;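 also: fluorescence reports GDP produced by GAP-driven GTP hydrolysis; strong numbers were not always called active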
PhoP inhibition: inhibitors of PhoP regulon expression, primary screen, Salmonella Typhimurium, GFP reporter (AID 1863); S. Typhimurium PhoP-regulated promoter GFP reporter, 4 h; higher % means a stronger effect; actives 0.16% (n = 300,000); inhibition, % at 50 µM; hits with a dose series show IC50 in µM;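 active = inhibition over 29.93%, a cutoff 3 SD above the screen mean, later confirmed by dose response; inconclusive = inhibition over 29.93% but no dose response follow-up; inactive = inhibition at most 29.93% or unconfirmed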;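 also: 0% = low Mg2+ inducing control and 100% = high Mg2+ repressing control; strong numbers were not always called active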
T cell modulator: T cell immune modulation candidate; 2C CD8+ T cell-vesicle binding, flow cytometry; active compounds read low; calls only at 7 µM; actives 0.068% (n = 330,000); AID 2052;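 active = response, share of CD8 T cells binding vesicles, and their 90th percentile fluorescence all below set limits, cut at about 80% in these data, passing the limit was not always enough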
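material = purified 2C TCR transgenic mouse naive CD8+ T cells | controls = Unloaded micro-vesicles (low), QL9 vesicles with 0.7% DMSO (high) | detection = cytometric PE anti-B7-1 and Alexa647 anti-CD8 signals after 1% paraformaldehyde fixation | incubation = binding step 1.5 h, 37 °C, antibody labelling 20 min, ice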
T cell modulator vesicle-bound %: further read-out of T cell modulator, marked with its call; double positive events, %; measured here: CD8+ vesicle-bound cell fraction;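 binding gate set so that unloaded-vesicle control wells show 10% double positive cells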
NTR1 agonist cell count 20 µM: also measured in NTR1 agonist; calls as there; cell count; measured here: cell count, cytotoxicity flag
Myeloid diff 2 GFP+ MAC1+ %: also measured in Myeloid diff 2; calls as there; GFP+ MAC1+ double positive, %; measured here: differentiation confirmed by MAC1 staining
* = called active by the depositor; i = inactive; ? = inconclusive; . = no result given; & = joins results of further samples; [ ] = another dose, or the depositor's remark. Not a hit list; about 2.3% have a hit in one of these screens.

SMILES	TNAP activators	UTI89 phage lysis	SV40 large T antigen	Myeloid diff 2	Myeloid diff 2 GFP+ MAC1+ %	NTR1 agonist	NTR1 agonist cell count 20 µM	RSV antiviral HEp-2	Rac1 GTP hydrolysis	PhoP inhibition	T cell modulator	T cell modulator vesicle-bound %
CCOC(=O)C(=O)N1CCN(c2nc(-c3ccc(Cl)cc3)cs2)CC1	.	0.3%	3.9%	i	0.6	0.5	57	1.6%	7.6%	-8.5%	i	58.7
CC(=O)C1=C(C)OC(N)=C(C#N)C1c1cccc2ccccc12 (centres undefined)	.	0.1%	11.9%	i	0.7	0.0	57	2.5%	0.9%	-8.0%	i	36.3
CCCCn1c2c(c(=O)n(C)c1=O)C(c1ccc(OC)cc1)N1CCCCCC1=N2 (centres undefined)	1.1	-0.5%	4.1%	i	0.0	1.1	92	3.2%	3.5%	11.2%	i	14.3
N/C(=N\OC(=O)Cc1ccccc1[N+](=O)[O-])c1cccc(Br)c1	1	-0.1%	13.1%	i	0.7	3.0	62	3.1%	-12.1%	-6.1%	i	18.8
CSC1=NC(=O)/C(=C\c2cccc3ccccc23)S1	1	0.3%	17.2%	i	0.8	11.6	56	0.4%	25.6%	-11.1%	i	32.8
COc1cccc(C2CCCN2Cc2nc(CCC(C)C)no2)c1 (centres undefined)	1	0.5%	12.1%	i	0.1	-0.1	50	3.1%	5.2%	2.6%	i	45.5
Cc1ccc(N(CC(=O)NCCc2ccc(F)cc2)S(=O)(=O)c2ccc(Cl)c([N+](=O)[O-])c2)c(C)c1	1	1.7%	0.4%	.	.	26.6	80	3.9%	7.3%	7.7%	i	60.3
COc1ccccc1C(=O)NC(CCSC)C(=O)OC(C)C(=O)NC1CC1 (centres undefined)	.	1.2%[50 µM]	10.6%	i	0.9	0.6	45	-2.5%	7.5%	-7.0%	i	29.0
NC(=O)c1ccsc1NC(=O)COC(=O)c1cc(=O)[nH]c2ccccc12	.	0.4%[50 µM]	13.4%	i	0.8	1.5	52	-0.1%	6.3%	6.9%	i	29.8
CCC1CO/C(=C(\C(Cl)=C(Cl)Cl)[N+](=O)[O-])N1 (centres undefined)	1	.	7.6%	i	0.1	-0.3	84	0.8%	.	0.5%	i	40.7
FC(F)(F)c1cccc(NC(=S)Nc2ccc(Cl)cc2Cl)c1	0.9	-1.3%	6.4%	i	1.0	-0.2	37	-2.6%	10.5%	0.5%	i	20.5
COc1cc(-c2noc(C)c2/C=C/c2cccc([N+](=O)[O-])c2)cc(OC)c1OC	.	-1.1%	7.5%	?	.	4.3	63	3.8%	3.4%	2.9%	i	20.1
CCC(C)NC(=O)C1=C(C)C(=O)OC12CCC(C)CC2 (centres undefined)	1	3.5%	1.6%	i	3.2	0.9	70	1.1%	10.9%	2.7%	i	16.4
Cc1ccn(CCC(=O)NC2CCCc3c2cnn3-c2cccc(C)c2C)n1 (centres undefined)	.	2.8%	16.8%	i	6.1	0.9	63	7.7%	3.8%	1.0%	i	53.0
O=C(CN1CCN(C(=O)c2c(F)cccc2F)CC1)Nc1ccccc1F	1.1	0.7%	-4.2%	i	1.3	-0.5	50	2.1%	8.6%	-1.4%	i	22.5
O=C(N/N=C\CCc1ccccc1)c1ccco1	1	-12.6%	6.3%	i	2.6	-2.2	57	1.4%	3.3%	8.2%	i	23.7
O=C(CN1C(=O)C(=O)N(C2CCCC2)C1=O)Nc1ccc(Cl)cc1C(F)(F)F	.	0.3%[50 µM]	.	i	0.6	4.4	69	.	2.9%	.	i	45.0
Cc1ccc(-n2ncc3c(NCCCn4ccnc4)ncnc32)c(C)c1	1	0.3%	.	i	1.7	-0.3	76	1.7%	-2.3%	.	i	49.0
O=C(CCS(=O)(=O)c1ccc(F)cc1)Nc1nnc(-c2ccc(F)cc2)o1	.	0.6%[50 µM]	11.6%	i	0.6	0.9	80	-1.2%	8.4%	-0.8%	i	28.7
CCn1ncc([N+](=O)[O-])c1C(=O)NC1CCCCC1	1	1.2%	.	i	0.5	-0.6	79	0.0%	0.7%	.	i	40.4
O=C(CN1C(=O)c2ccccc2S1(=O)=O)NCCSc1ccccc1	1	-0.7%	7.0%	i	0.0	1.3	44	-0.2%	10.2%	-6.9%	i	55.9
Cc1ccc(CCNC(=O)CCSCc2ccc(Cl)cc2)cc1	1	2.2%	14.6%	i	0.8	1.2	38	2.6%	1.9%	2.2%	i	38.4
O=C(NCCCN1CCOCC1)c1cc(Cl)ccc1Cl	.	0.8%	17.0%	i	0.5	0.7	58	0.5%	0.5%	-2.8%	i	58.7
CCn1c(SCc2ccc([N+](=O)[O-])cc2)nnc1C(C)NC(=O)c1ccccc1Br (centres undefined)	1	0.1%	15.2%	i	1.5	1.6	46	1.1%	5.4%	2.0%	i	16.1
Cc1cc(/C(N)=N/OC(=O)c2ccccc2Cl)no1	.	.	6.7%	i	1.2	0.1	47	0.9%	.	-4.0%	i	24.5

The list goes on.
SMILES	TNAP activators	UTI89 phage lysis	SV40 large T antigen	Myeloid diff 2	Myeloid diff 2 GFP+ MAC1+ %	NTR1 agonist	NTR1 agonist cell count 20 µM	RSV antiviral HEp-2	Rac1 GTP hydrolysis	PhoP inhibition	T cell modulator	T cell modulator vesicle-bound %
Cc1cc(C)c2c(CC(=O)NNC(=O)c3ccccc3)coc2c1	.	0.1%	5.7%	i	0.3	-1.5	64	0.9%	8.7%	2.9%	i	61.6
CCOc1ccc(CN2CCN(Cc3ccon3)CC2CCO)cc1 (centres undefined)	1.1	0.3%	9.5%	i	0.6	-1.3	92	-1.4%	9.4%	0.7%	i	49.5
CCCCCCCCN=C1NC(=O)CS1	1.1	0.5%	-5.4%	i	5.4	1.0	56	-2.6%	7.3%	1.8%	i	21.8
COc1ccc(CNc2nc3nc(C)c(Cl)c(C)n3n2)cc1OC	.	0.0%	.	i	0.9	0.7	74	4.4%	8.1%	.	i	18.7
CC1(OC(=O)C2CCCC2)C(=O)C=C2C=C(c3ccsc3)N(C3CC3)C=C2C1=O (centres undefined)	.	-0.6%	13.4%	i	0.9	-2.8	83	-1.2%	10.5%	-3.8%	i	52.9
O=C(CS(=O)(=O)c1ccc(F)cc1)Nc1nnc(-c2ccccc2Cl)o1	.	0.6%[50 µM]	12.2%	i	0.8	0.3	43	3.3%	5.4%	8.4%	i	55.4
CC12CCC(C(=O)n3c1nc1ccccc13)C2(C)C (centres undefined)	1.1	3.4%	19.9%	i	2.6	0.7	59	-0.4%	3.3%	3.6%	i	33.3
CCCCNC(=O)c1ccc(S(=O)(=O)c2ccc(Cl)cc2)c(NC(C)=O)c1	1.1	-0.3%	-4.8%	i	0.7	5.3	49	0.0%	-4.9%	25.6%	i	19.5
CC(C)(C)NC(=O)c1ccc2c(c1)N(CC(=O)NC1CCCC1)C(=O)C(C)(C)O2	.	-1.1%	7.2%	i	1.8	0.0	55	1.4%	6.8%	11.4%	i	44.3
Cc1nc(SCC(=O)NCc2ccco2)[nH]c(=O)c1C	1.1	0.5%	3.8%	i	0.1	0.4	54	2.0%	10.0%	-5.4%	i	27.1
Cc1ccc(O)c(N=Nc2ccccc2)n1	.	4.9%	11.7%	i	0.9	-1.0	52	-1.3%	3.0%	-5.4%	i	24.5
O=C(c1cnc2ccccc2n1)N1CCN(c2ccc(C(F)(F)F)cn2)CC1	.	-0.9%	2.7%	i	0.5	1.8	66	3.2%	-4.2%	-11.5%	i	41.0
COc1ccc(-n2c(Cc3cccn3C)nnc2SCC(=O)Nc2ccc(C(C)=O)cc2)cc1	1.2	-2.6%	5.6%	i	1.9	-2.2	38	0.3%	1.9%	0.1%	i	26.0
Cc1nn(-c2nnc(C)c(=O)[nH]2)c(C)c1SCC(=O)Nc1ccc(C(C)C)cc1	1.2	0.2%	-3.4%	i	0.7	-0.5	39	-1.2%	4.0%	0.9%	i	13.1
CCc1cccc(CC)c1NC(=O)COC(=O)C1(c2ccc(Cl)cc2)CCCC1	1	1.5%[50 µM]	-0.9%	i	1.8	4.8	58	3.5%	7.8%	-13.6%	i	49.4
COc1ccc(N(CC(=O)N/N=C/c2ccco2)S(=O)(=O)c2ccccc2)cc1	1	4.9%	-0.2%	i	2.4	-0.8	56	-1.5%	11.3%	15.3%	i	54.4
CCC(Sc1nccn1C)C(=O)Nc1cccc2ccccc12 (centres undefined)	1.1	0.3%	2.5%	i	0.4	-1.8	78	1.7%	0.7%	3.7%	i	24.6
CN(C(=O)CCN1C(=O)/C(=C/c2ccccc2)SC1=S)C1CCS(=O)(=O)C1 (centres undefined)	.	0.2%	10.0%	?	.	0.0	64	15.2%	8.5%	-6.8%	i	49.9
CCCCn1cnc(C(=O)OCC)c1N	1	-0.1%	20.3%	i	1.3	-1.1	92	0.9%	1.6%	3.6%	i	45.2
O=C(O)CCSSCCC(=O)O	.	-0.9%	.	i	1.1	0.1	44	1.4%	5.4%	.	i	29.1
CC1CN(S(=O)(=O)c2cccc(C(=O)Nc3ccccc3N3CCCCC3)c2)CC(C)O1 (centres undefined)	.	0.4%[50 µM]	12.6%	i	1.0	2.9	65	?	2.6%	-5.5%	i	42.4
COc1cc(/C=C(/C(=O)c2cccs2)c2nc3ccccc3[nH]2)cc(OC)c1O	0.5	0.0%	8.3%	i	1.5	25.1	71	-1.9%	27.1%	7.2%	i	20.3
COCCCNC(=S)NNC(=O)c1ccccn1	2.5	1.7%	0.1%	i	0.3	-0.9	21	6.4%	-0.3%	8.6%	i	9.6
S=C(NCCCCc1ccccc1)NCc1ccccc1	.	-0.1%	16.3%	i	0.8	-0.3	69	2.9%	5.9%	-4.2%	i	61.0
Cn1c(N)c(C(=O)COC(=O)CCC2CCCC2)c(=O)n(C)c1=O	1.1	0.1%	2.2%	i	0.4	2.0	64	1.4%	-7.4%	6.2%	i	36.2
Cn1nc(C(F)(F)F)c(C(=O)Nc2ccc(F)cc2F)c1Sc1cccc(Cl)c1	1	5.0%	11.2%	i	1.9	2.0	84	.	7.0%	-12.4%	i	28.2
COC(=O)c1ccc(NC(=O)CSc2ccccn2)cc1	1.1	0.3%	9.0%	i	1.0	-0.9	86	-0.5%	8.2%	3.2%	i	19.8
CC(C)N1CCc2c(sc(NC(=O)c3ccc(S(=O)(=O)N4CCOCC4)cc3)c2C(N)=O)C1	1	0.9%	14.8%&5.0%	i	1.5	4.0	44	2.1%	7.0%	-54.8%	i	38.8
